NOD1 inhibition: NOD1 signaling inhibitors, primary screen, cell-based, luminescence, uHTS (AID 1578); hit rate 1% among 290,000; NOD1-driven NF-kB luciferase reporter cells, luminescence; higher % means a stronger effect; inhibition, % at 4 µM, or EC50 in µM where a hit was titrated; in the data active means inhibition mostly above about 36%, no sharp cut-off; inactive means mostly below about 34%;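 further: HEK-293T reporter cells stimulated with the NOD1 agonist gamma-tri-DAP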
KOR beta-arrestin-1: kappa opioid receptor activators – cell-based, luminescence, uHTS, primary screen (AID 1777) | KOR beta-arrestin recruitment, luminescence; higher % means a stronger effect | one-dose activation, % at 10 µM; EC50 in µM for titrated hits | hit rate 0.02% among 280,000; in the data active means activation above about 50%, passing the limit was not always enough; further: a part of the inactive calls stands beside numbers as strong as those of hits
HIV fusion peptide: inhibitors of HIV fusion peptide binding, primary screen, biochemical, uHTS, fluorescence dequenching (AID 1986). cell-free peptide binding, fluorescence dequenching, 30 min; higher % means a stronger effect. one-dose inhibition, % at 20 µM; IC50 in µM for titrated hits. hit rate 0.3% among 290,000; in the data active means inhibition mostly above about 52%, no sharp cut-off; inactive means mostly below about 76%; further: some results filed as inactive read as strong as hits
West Nile antiviral: West Nile virus antiviral activity, cell-based, CPE readout (AID 1621) | West Nile virus-infected cells, CPE inhibition; higher % means a stronger effect | CPE inhibition, % at 10 µM; hits with a dose series show IC50 in µM | hit rate 0.02% among 290,000; in the data active means a potency from the dose series; further: strong numbers were not always called active
KOR beta-arrestin-2: kappa opioid receptor blockers – cell-based, luminescence, uHTS (AID 1778) | KOR beta-arrestin recruitment, luminescence, antagonist mode; higher % means a stronger effect | one-dose inhibition, % at 10 µM; IC50 in µM for titrated hits | hit rate 0.091% among 290,000; further: strong numbers were not always called active
Dengue-2 NS5 capping: flavivirus cap methylation enzyme inhibition – biochemical, confirmation dose response, primary screen (AID 588689). Dengue-2 NS5 methyltransferase capping enzyme assay, biochemical; higher % means a stronger effect. one-dose inhibition, % at 25 µM; IC50 in µM for titrated hits. hit rate 0.3% among 340,000; in the data active means a potency from the dose series
AID2073: disruptors of CaV2.2 binding to Mint1 – biochemical, HTRF (AID 2073). HTRF protein-protein interaction, Mint1-CaV2.2; higher % means a stronger effect. inhibition, % at 20 µM, or IC50 in µM where a hit was titrated. hit rate 0.19% among 290,000; in the data active means inhibition mostly above about 51%, no sharp cut-off; further: some results filed as inactive read as strong as hits
Yfh1-off respiration: mitochondrial function rescue without frataxin homolog – Friedreich's ataxia, plus single-dose screen, dose response (AID 1465); S. cerevisiae Yfh1-off respiration, WST-1 reduction, 72 h; higher fold induction means a stronger effect; one-dose fold induction at 50 µM; EC50 in µM for titrated hits; hit rate 0.074% among 220,000;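 active means fold induction of absorbance versus untreated yeast above a set limit, then at least 30% activation at any dose in follow-up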;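 further: activators that raise dye reduction in frataxin-depleted yeast; strong numbers were not always called active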
NOD2 inhibition: inhibition of NOD2-driven NF-kB reporter – cell-based, luminescence, uHTS, HEK293 (AID 1566); one-dose inhibition, % at 4 µM; EC50 in µM for titrated hits; hit rate 0.63% among 290,000; HEK293 NOD2/NF-kB luciferase reporter, luminescence; higher % means a stronger effect; further: many of its hits are not listed in these tables
An asterisk follows results filed as active; i = inactive; . = not tested or not shown; [ ] = another dose, or the depositor's remark. Unless noted, no stated cut-off is given here; in the data, active means inhibition above about 50%; inactive means the rest. Only part of the results is shown; rates above refer to the full screens.

Order of values – Dengue-2 NS5 capping, West Nile antiviral, HIV fusion peptide, NOD1 inhibition, Yfh1-off respiration, AID2073, KOR beta-arrestin-2, NOD2 inhibition, KOR beta-arrestin-1
[1] Cc1c(C(=O)NCCC2=CCCCC2)oc2ccc(S(=O)(=O)N3CCOCC3)cc12
 : 2%, 1.1%, 2.5%, 40%, i, -2%, -40%, 6%, 2.4%
[2] C/C(=C\C(=O)c1cccnc1)Nc1ccc(C)c(C)c1
 : -4%, 0.9%, -1.0%, 21%, i, -11%, -8%, -55%, -2.0%
[3] COCCNC(=O)/C(C#N)=C/c1ccc(OCc2ccccc2)cc1
 : 1%, 0.0%, 0.1%, -18%, i, -6%, -39%[20 µM], -22%, .
[4] O=C(O)c1cccc(-c2nnn(Cc3ccccc3)n2)c1
 : -3%, 0.9%, 3.9%, -36%, i, 4%, -13%, -67%, -5.9%
[5] CC1(c2nnc(-c3ccccc3)o2)CC(c2cccnc2)=NO1 (configuration not stated)
 : 0%, -0.1%, -1.0%, -1%, i, -8%, 2%, 10%, 2.5%
[6] CN(C)S(=O)(=O)c1cccc(NC(=O)COC(=O)/C=C/c2cccs2)c1
 : -10%, -0.1%, 2.6%, -30%, i, -3%, 13%, -13%, 1.5%
[7] O=C(CCS(=O)(=O)Cc1ccc(Cl)cc1)NCCCN1CCN(c2ccccc2F)CC1
 : 3%, -0.9%, -0.8%, 8%, i, 4%, 0%, -6%, -1.1%
[8] O=C(CCSc1ccccc1)OCn1nnc2ccccc2c1=O
 : ., -0.1%, -1.2%, -23%, i, -9%, -12%, -15%, 2.8%
[9] CN(C)C(=O)c1c(-c2ccccc2)oc2ccc(O)cc12
 : -3%, 0.4%, 0.5%, -20%, i, 12%, 33%, -6%, 9.6%
[10] Cc1ccc(NC(=O)C(C)N2C(=O)c3ccccc3C2=O)c(C)c1 (configuration not stated)
 : -5%, -0.5%, -1.6%, 13%, ., 6%, 21%, 3%, -6.4%
[11] Cc1c(C(=O)O)sc2nc(/C=C/c3ccccc3OC(F)F)[nH]c(=O)c12
 : 6%, 0.2%, 19%, -1%, ., 27%, -6%, 5%, 7.5%
[12] CCOc1ccc(/C=C/C(=O)NC2CCCCC2)cc1
 : -3%, -0.8%, 1.7%, -13%, ., -1%, 9%[20 µM], -2%, 2.3%
[13] CC1CCc2c(sc(N)c2C(N)=O)C1 (configuration not stated)
 : 31%, -0.1%, 5.8%, -7%, i, -14%, -1%, 7%, 2.3%
[14] CCS(=O)(=O)N1CCC(C(=O)Oc2ccccc2Br)CC1
 : 2%, -0.3%, 0.2%, -21%, ., 6%, -6%[20 µM], 13%, -4.3%
[15] O=C(Cc1c(C(=O)O)[nH]c2ccccc12)NC1CCCC1
 : ., 0.0%, 0.0%, 2%, i, 2%, -19%, 7%, -2.8%
[16] CCC(C(=O)NCc1ccco1)n1nc(C)c2c(C)n(-c3ccccc3)nc2c1=O (configuration not stated)
 : -5%, -0.4%, -1.0%, -1%, ., 2%, -23%, 17%, 8.2%
[17] Cc1cc(O)cc(O)c1C=NCc1ccco1
 : -2%, -0.1%, 27%, -18%, i, 10%, 13%, -11%, 0.6%
[18] CC(C)Oc1cccc(C(=O)NC(=S)Nc2cccnc2)c1
 : -4%, 1.6%, 0.5%, -46%, i, -14%, 32%, -48%, -2.6%
[19] N#CCN1C(=O)NC2(CCCc3sccc32)C1=O (configuration not stated)
 : -4%, -0.3%, 1.8%, -38%, ., -15%, -29%, 5%, -1.9%
[20] Cc1cnc(C(=O)Nc2cccc3ncccc23)cn1
 : 6%, -0.2%, -1.2%, -3%, i, -2%, -12%, 16%, -8.4%
[21] COc1cc(NC(=O)c2c(Cl)cnn2C)c(OC)cc1Cl
 : -2%, 0.2%, -1.2%, -41%, i, 49%, -12%[20 µM], 4%, 4.4%
[22] Cc1ccccc1CCNC(=O)CCn1ccc2cc(S(=O)(=O)N3CCCC3)ccc21
 : -9%, 0.0%, 1.4%, -25%, ., 16%, -31%, 7%, -2.2%
[23] CCN(CC)c1ccc(C2C3CCCCC3(O)CCN2C(=O)c2cccs2)cc1 (configuration not stated)
 : -2%, -0.7%, -2.0%, -22%, i, -9%, 5%, 0%, -5.8%
[24] COC(=O)C1=C(C)N(c2ccccc2)/C(=C/c2cccs2)C1=O
 : -10%, 0.3%, 1.0%, -4%, i, 5%, -39%, 4%, 7.6%
[25] CC(O)c1cccc(NC(=O)Cc2cccc3ccccc23)c1 (configuration not stated)
 : ., -0.1%, -0.4%, -41%, i, -3%, -48%[20 µM], -3%, .
[26] CCOC(=O)N1CCN(Cc2nc(C3CC3)no2)CC1
 : 11%, 1.3%, 2.2%, -11%, i, 5%, -22%, 13%, 4.3%
[27] O=C(Nc1ccncc1Cl)c1ccncc1
 : 3%, -0.1%, -0.3%, -6%, ., 23%, 21%, 4%, -2.6%
[28] CC1=C(C(=O)N2CCOCC2)C(c2cccs2)NC(=O)N1 (configuration not stated)
 : 4%, 0.5%, 0.8%, -10%, i, 8%, -12%, 7%, 2.0%
[29] CCC(=O)Nc1cccc(NC(=S)NC(=O)c2cc3ccccc3o2)c1
 : -4%, 0.0%, -0.2%, -13%, i, 28%, -4%, -153%, -5.3%
[30] CC(=O)C1=C(C)NC(=O)NC1c1ccccc1 (configuration not stated)
 : 0%, 2.5%, 0.7%, 3%, i, 6%, 13%, 2%, 16%
[31] Cc1sc2nc(CN3CCCCC3)nc(N3CCN(C(=O)c4ccco4)CC3)c2c1C
 : -7%, -1.2%, -0.8%, -23%, i, 15%, -47%, -9%, 1.4%
[32] CC1SC(=Nc2ccccc2)N(S(=O)(=O)c2ccccc2)C1=O (configuration not stated)
 : 0%, -0.1%, 1.8%, -33%, i, -5%, -7%, 7%, 6.9%
[33] CCC1(C(=O)O)NC(c2cccc(OC)c2O)C2C(=O)N(c3ccccc3)C(=O)C21 (configuration not stated)
 : 2%, 0.4%, 1.7%, -23%, i, 3%, 31%, -6%, 0.8%
[34] O=C(CN1CC(c2ccccc2)CC1=O)OCc1ccccc1F (configuration not stated)
 : -1%, -0.7%, -2.8%, 2%, i, 22%, -29%, -12%, 3.8%
[35] COc1cccc(OC)c1C(=O)Nc1c(C(=O)N2CCN(c3ccccn3)CC2)oc2ccccc12
 : -16%, 1.6%, -1.2%, -2%, ., 10%, -12%, 21%, -1.2%
[36] COc1cc(C(=O)O)cc(OC)c1OCc1cc(C(=O)O)oc1C
 : 8%, 0.7%, 1.0%, 15%, i, 2%, -14%, 12%, 5.8%
[37] CCCCN(CC)CCCNC(=O)c1cc2c(=O)n(CC)c3ccccc3c2s1
 : -8%, 23µM*, -2.1%, 2%, ., 10%, 0%, 1%, 0.0%
[38] CC(C)C(=O)OCC(=O)Nc1ccc2c(c1)CCC2
 : -2%, ., -1.3%, -12%, ., -3%, -10%, 2%, 0.0%
[39] N#CCc1ccc(OC(=O)c2cccnc2)cc1
 : -5%, 1.0%, -1.8%, -12%, i, 36%, -3%, 12%, -1.8%
[40] O=C(c1ccc(Cl)cc1)c1coc2ccc(O)cc12
 : -3%, -0.2%, -0.5%, -91%, i, 27%, 2%, -92%, -1.5%
[41] CCCCn1c(NC(=O)CC)c(C#N)c2nc3ccccc3nc21
 : -4%, 0.8%, -0.7%, -7%, i, 10%, -18%, 1%, -3.2%
[42] Cn1c(N)c(C(=O)COC(=O)c2cnc(Cl)c(Cl)c2)c(=O)n(C)c1=O
 : 0%, 0.1%, 0.3%, -38%, i, -8%, -6%, 0%, -2.3%
[43] Cc1ccccc1OCCC(=O)Nc1ccc(Cl)cc1F
 : -3%, -0.3%, -0.2%, -5%, i, -2%, -25%, 10%, 2.4%
[44] COc1ccc(/C(C)=N/NC(=O)CNC(=O)c2ccco2)c(OC)c1
 : 4%, 0.0%, 0.6%, -21%, ., -1%, 1%, -2%, -0.6%
[45] CC(=O)N1CCC2(CC1)NC(=O)N(c1ccccc1)N2
 : -5%, 1.1%, -0.1%, -40%, i, -16%, -1%, -36%, -3.1%
[46] Cn1c(N2CCN(C(c3ccccc3)c3ccccc3)CC2)nc2ccccc21
 : 0%, 0.4%, -0.5%, 0%, ., 22%, -9%, 17%, 9.3%
[47] COc1ccc(C(=O)C2CCCN(C(=O)c3cccnc3SC)C2)c(C)c1 (configuration not stated)
 : -5%, -1.9%, -1.5%, -24%, i, 5%, -6%[20 µM], 5%, -2.2%
[48] CC1=C(C(=O)Nc2ccccc2)C(c2ccccc2[N+](=O)[O-])NC(=O)N1 (configuration not stated)
 : -11%, 0.1%, 9.9%, -39%, i, 44%, -32%, -5%, -3.9%
[49] CCOC(=O)C(/C=C(\C#N)C(=O)OCC)=C(/N)N1CCN(c2ccc(Cl)cc2)CC1
 : -6%, -0.2%, -2.9%, -7%, i, -6%, -6%, 5%, -0.8%
[50] CCOC(=O)N1CCN(C(=O)CCNS(=O)(=O)c2ccccc2)CC1
 : 2%, -0.1%, 0.5%, -43%, ., 13%, -18%, -2%, 9.2%

Next results
Order of values – Dengue-2 NS5 capping, West Nile antiviral, HIV fusion peptide, NOD1 inhibition, Yfh1-off respiration, AID2073, KOR beta-arrestin-2, NOD2 inhibition, KOR beta-arrestin-1
[51] Cc1nn(C)c(C)c1S(=O)(=O)N1CCC(C(=O)NCC2COc3ccccc3O2)CC1 (configuration not stated)
 : 1%, -0.5%, 3.9%, -10%, i, -2%, 22%, 12%, -2.4%
[52] COc1ccc(CNC(=O)CCc2c[nH]c3ccccc23)cc1
 : -3%, 0.3%, -1.7%, -9%, ., 12%, -14%, -2%, -0.2%
[53] CCC(CC)C(=O)NCc1ccccc1OC
 : -6%, 0.0%, 0.5%, -4%, i, -3%, 22%, 12%, -3.1%
[54] O=C(NCc1ccccn1)c1ccc2nc(-c3ccco3)c(-c3ccco3)nc2c1
 : ., 0.7%, 53%, -9%, i, 65%, 21%, 18%, -1.0%
[55] O=C(Nc1ccccc1)/C(=C/c1ccc([N+](=O)[O-])cc1)NC(=O)c1ccccc1
 : -3%, -0.4%, -0.5%, -4%, i, 7%, 19%, -6%, 5.2%
[56] CN(C)/C=N/c1nc2ncc(-c3ccc(Cl)cc3)c(/N=C/N(C)C)n2n1
 : -2%, -0.3%, 0.3%, -33%, i, 9%, 14%, 4%, -1.1%
[57] Cc1ccc(C2=Nc3cccnc3C(c3ccccc3)=NN2)cc1
 : -3%, -0.6%, 0.3%, -47%, i, -13%, -33%, -66%, 5.0%
[58] O=C(COC(=O)C12CC3CC(CC(C3)C1)C2)Nc1ccc([N+](=O)[O-])cc1Br
 : -1%, 0.0%, -2.5%, -20%, i, 0%, 16%, 8%, 6.9%
[59] CCN(CC)/C(=N/S(=O)(=O)c1ccc(C)cc1)c1ccccc1
 : 5%, -0.8%, 2.1%, -12%, i, -6%, 21%, 12%, -1.6%
[60] Cc1ccccc1NS(=O)(=O)c1ccc(C(=O)NCC(c2ccccc2)N(C)C)cc1 (configuration not stated)
 : -7%, -0.8%, -1.4%, -4%, ., 4%, 41%, 14%, -8.1%
[61] O=[N+]([O-])c1ccc(S(=O)(=O)NCC2CC3CCC2C3)cc1 (configuration not stated)
 : -4%, -0.8%, 2.1%, 6%, ., -7%, 2%, -20%, 1.2%
[62] O=C(O)c1cccc(NC(=O)c2cn(-c3ccccc3)nc2-c2ccncc2)c1
 : 5%, 0.7%, 3.6%, -12%, i, 1%, -5%[20 µM], 10%, -6.4%
